Bioassay records (PubChem BioAssay)
Ba/F3 V617F tox: reduced viability of JAK2V617F-dependent Ba/F3 cells, primary screen, JAK2V617F inhibitor project, cell-based, Ba/F3 EpoR-JAK2V617F, luminescence. ATP luminescence. inhibition, % at 5.6 µM. 220,000 tested, 1.1% active. AID 1446, 2008;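 active = inhibition above the campaign mean plus 3 SD over all tested compounds, cut at about 24% in these data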;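 note: cytokine-independent growth of Ba/F3 cells driven by EpoR plus mutant JAK2; 0% = DMSO-treated cells and 100% = JAK inhibitor I control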
TRPML3 ag: human TRPML3 channel agonists, primary screen, cell-based, HEK293 TRPML3-YFP, Fluo-8 calcium fluorescence, 3 µM. 100% = the carbachol control signal. AID 1448, 2008. activation, % at 3 µM. Mucolipin-3 (Homo sapiens), Q8TDD5. 220,000 tested, 0.29% active;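 active = activation above its plate's cutoff, the mean activation of the plate's test wells plus 3 SD, cut at about 12% in these data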;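 note: 0% = DMSO only wells and 100% = carbachol wells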
Target sequence (Q8TDD5 whole entry, looked up): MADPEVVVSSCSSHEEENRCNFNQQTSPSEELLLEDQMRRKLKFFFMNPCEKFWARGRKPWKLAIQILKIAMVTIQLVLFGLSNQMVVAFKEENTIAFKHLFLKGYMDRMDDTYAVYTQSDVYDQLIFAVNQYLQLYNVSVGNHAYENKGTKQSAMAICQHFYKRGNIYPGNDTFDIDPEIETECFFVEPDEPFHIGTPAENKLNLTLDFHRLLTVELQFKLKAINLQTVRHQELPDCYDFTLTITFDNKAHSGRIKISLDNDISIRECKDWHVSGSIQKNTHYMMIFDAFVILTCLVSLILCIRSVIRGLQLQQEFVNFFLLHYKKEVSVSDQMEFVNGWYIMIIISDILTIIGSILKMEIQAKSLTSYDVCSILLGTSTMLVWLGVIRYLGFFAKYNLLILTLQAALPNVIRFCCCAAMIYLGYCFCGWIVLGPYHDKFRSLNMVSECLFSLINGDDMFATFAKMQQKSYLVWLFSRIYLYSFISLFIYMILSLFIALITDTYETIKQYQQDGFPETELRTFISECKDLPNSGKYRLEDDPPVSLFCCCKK
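system = HEK293 cells stably carrying human TRPML3-YFP | doses = one concentration, 3 µM nominal, 0.3% DMSO | timing = dye loading 1 h 37 °C then 30 min ambient, 125 s read | detection = Fluo-8 calcium dye fluorescence, ex 470-495, em 515-575 nm | benchmarks = high control carbachol 87 µM, low control DMSO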
BaF3 parental: parental Ba/F3 cell viability inhibition, counter-screen for JAK2V617F inhibitor project, murine pro-B, CellTiter-Glo luminescence. inhibition, % at 5.6 µM. 220,000 tested, 1.1% active. CellTiter-Glo ATP luminescence. AID 1486, 2009;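 active = inhibition above a per-campaign cutoff, the mean inhibition of all tested compounds plus 3 SD, cut at about 27% in these data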;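 note: 0% = DMSO wells and 100% = JAK Inhibitor I control wells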
Wee1 stabilizer: Wee1 degradation inhibitors, primary screen, cell-based, HeLa, Wee1K328M-luciferase, luminescence. Wee1-like protein kinase (Homo sapiens), P30291. HeLa Luc-Wee1K328M stability; 100% = proteasome inhibitor MG132 effect. reporter increase, % at 5 µM. 220,000 tested, 1.2% active. AID 1321, 2008;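 active = activation above the mean of all tested compounds plus 3 SD, set per screening run, cut at about 8.8% in these data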;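 note: cells exposed to compound for 20 h before luminescence read; 0% = DMSO alone and 100% = MG132 at 30 µM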
RBBP9 inhibitor: human RBBP9 inhibitors, primary screen, biochemical, fluorescence polarization, FP-Rh probe, HTS; Serine hydrolase RBBP9 (Homo sapiens), O75884; recombinant RBBP9; inhibition, % at 7.94 µM; 220,000 tested, 0.2% active; AID 1515, 2009;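 active = inhibition above the campaign mean of all tested compounds plus 3 SD, cut at about 14% in these data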;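 note: plate controls were DMSO wells with RBBP9 for no effect and wells lacking RBBP9 protein for full effect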
Target sequence (O75884 whole entry, looked up): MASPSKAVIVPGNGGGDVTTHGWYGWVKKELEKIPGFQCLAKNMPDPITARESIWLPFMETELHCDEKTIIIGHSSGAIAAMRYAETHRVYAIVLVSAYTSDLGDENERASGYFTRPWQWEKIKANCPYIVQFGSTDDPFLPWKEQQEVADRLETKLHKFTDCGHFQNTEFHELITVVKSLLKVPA
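Test system: recombinant human RBBP9; Timing: 30 min then 45 min, 25 °C; Detection: fluorescence polarization; Control set: RBBP9 with DMSO as uninhibited control, no-protein wells as full inhibition; Compound dosing: one concentration, 7.94 µM nominal, 0.794% DMSO; Probe or stimulus: FP-Rh activity-based probe, 375 nM before mixing.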
TRPN1 ag: zebrafish TRPN1 channel agonists, primary screen, cell-based, HEK293, calcium fluorescence; activation, % at 3 µM; 220,000 tested, 0.18% active; transient receptor potential cation channel N1 (TRPN1/NompC), Danio rerio; HEK293 zebrafish TRPN1-YFP, Fluo-8 calcium fluorescence; 100% = response to 87 µM carbachol;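 active = activation above its plate's cutoff, the mean activation of test wells on that plate plus 3 SD, cut at about 19% in these data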;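 note: 0% = DMSO alone and 100% = 87 µM carbachol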
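Control set: carbachol 87 µM as high control, DMSO as low control; system: HEK293 stable line with zebrafish TRPN1-YFP; read-out: % activation versus carbachol response; detection: intracellular calcium fluorescence with Fluo-8; doses: single test compound dose, 3 µM nominal, 0.3% DMSO; schedule: dye 1 h 37 °C plus 30 min RT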
PPC-1+TRAIL kill: compounds killing PPC-1 cancer cells with TRAIL present, primary screen, TRAIL potentiator project, ATPLite luminescence, uHTS; PPC-1 cells + TRAIL, ATPLite viability luminescence; cell killing (% activity), % at 4 µM; 220,000 tested, 0.41% active; AID 1443, 2008;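 active = cell killing above 50% in the first pass at 4 µM, then a duplicate retest at 5 µM averaging 50% or more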;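 note: plate controls were cells with TRAIL plus DMSO for no effect and medium-only wells lacking cells for full effect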
TNF death inh: inhibitors of TNF-alpha triggered necroptosis, primary screen, cell-based, Jurkat FADD-/-, single concentration | Jurkat FADD-/- TNF necroptosis rescue, ATP luminescence, 24 h; 0 = TNF only, 100 = no-TNF cells | activation (protection from cell death), % at 10 µM | 220,000 tested, 0.068% active | AID 463075, 2010;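 active = activation, meaning protection from cell death, of at least 50% relative to plate controls; inactive = activation below 50%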;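 note: necroptosis triggered by 40 ng/mL TNF-alpha added together with compound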
CHOP inhibitor: inhibitors of CHOP promoter induction, primary screen, cell-based, unfolded protein response, luciferase reporter; AID 2732, 2010; 220,000 tested, 3.8% active; inhibition, % at 10 µM; CHO-K1 CHOP-promoter luciferase, tunicamycin-induced, 15-18 h;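 active = compounds that reduced the stress-induced luciferase reporter signal by more than about 70% of percent inhibition, limit read from the data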;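 note: 0% = tunicamycin plus vehicle and 100% = wells without tunicamycin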
An asterisk follows results filed as active; . = no result given.

SMILES | Ba/F3 V617F tox | TRPML3 ag | BaF3 parental | Wee1 stabilizer | RBBP9 inhibitor | TRPN1 ag | PPC-1+TRAIL kill | TNF death inh | CHOP inhibitor
CC1=C(C(N)=O)C(c2cccnc2)n2nc(-c3cccc(C)c3)nc2N1 (configuration not stated) | -1 | -0.7 | -1 | 3 | -9 | 0.2 | . | -4.3 | -15
COc1cc(CC(NC(C)=O)C(=O)NC2CCN(c3c4c(nc5ncnn35)CCC4)CC2)cc(OC)c1 (configuration not stated) | -2 | 0.7 | 6 | -2 | -7 | 1.8 | . | 1.0 | -15
COc1cc(C)c(S(=O)(=O)Nc2ccccc2F)cc1C | -2 | -0.4 | 4 | 0 | -9 | -2.3 | 5 | -1.3 | 28
Cc1ccccc1NC(=O)CCN1C(=O)CSC1=O | 1 | 0.8 | 3 | -2 | -10 | -0.1 | 17 | 2.1 | 16
COc1ccc(C2C3=C(CC(C)(C)CC3=O)N(CCN3CCOCC3)C3=C2C(=O)CC(C)(C)C3)cc1 | -1 | -0.6 | -5 | -1 | 2 | -0.7 | 9 | 0.0 | 1
Cc1nnc2sc(SCC(=O)Nc3cccc(Cl)c3)nn2c1=O | 3 | 0.5 | 8 | 1 | 1 | 0.0 | -20 | 3.0 | 22
Cc1nnc(SCC(=O)N2CCN(c3ccccc3)CC2)n(N)c1=O | 0 | 0.3 | 1 | 0 | -9 | -1.8 | 15 | 0.0 | -8
O=C(CSc1n[nH]c(-c2ccccc2)n1)c1ccccc1 | -3 | 0.1 | 2 | 3 | -15 | -0.4 | 12 | -1.7 | 31
CC(C)C(C(=O)NCc1ccco1)N(CC1CCCO1)C(=O)CNS(=O)(=O)c1ccccc1 (configuration not stated) | -1 | -0.4 | 0 | -3 | -1 | -1.7 | 9 | 2.3 | -7
O=C(CN1CCCCCC1)N1c2ccccc2C=Cc2ccccc21 | 1 | 0.8 | 5 | -1 | -6 | 0.2 | 4 | 0.5 | -8
O=c1c2ccccc2nc(-c2ccccc2)n1CCCN1CCOCC1 | 4 | 0.3 | 4 | -2 | 1 | 1.0 | 6 | -0.2 | 10
COc1cc(C(O)c2nc3ccccc3s2)cc(OC)c1OC (configuration not stated) | -2 | 2.8 | 9 | -2 | -1 | 6.6 | 13 | -7.0 | 7
CC(c1nnc(SCC(=O)N2CC(=O)Nc3ccccc32)n1Cc1ccccc1)N(C)C (configuration not stated) | -1 | 0.1 | 5 | 0 | -4 | 1.3 | 2 | -2.6 | 2
COc1ccc(N(CC(O)Cn2c3ccccc3c3ccccc32)S(=O)(=O)c2ccccc2)cc1 (configuration not stated) | 3 | 0.0 | 9 | 4 | -29 | 1.3 | -6 | -7.8 | 59
O=C(N/N=C\c1ccc(F)cc1)c1ccc(Cn2cc(Br)c([N+](=O)[O-])n2)o1 | 1 | -0.1 | 2 | -2 | -4 | 1.8 | 15 | 3.2 | -20
FC(F)(F)c1nc(NCC2CCCO2)c2nnn(Cc3ccccc3Cl)c2n1 (configuration not stated) | 6 | -0.9 | 12 | 2 | -7 | 1.1 | 11 | -0.5 | 54
COc1ccccc1NC(=O)c1sc2ncn(Cc3ccccc3C)c(=O)c2c1C | 4 | 0.1 | 10 | -3 | -3 | 0.9 | 6 | -4.5 | 39
COc1ccc2[nH]cc(CCCN3C(=O)c4ccccc4C3=O)c2c1 | 5 | 0.1 | 5 | 0 | -3 | 0.4 | 6 | -3.0 | -9
COc1ccc(CNS(=O)(=O)c2ccc(F)c(C(=O)Nc3ccc(OC)cc3)c2)cc1 | -1 | -0.1 | -2 | 4 | 5 | 0.3 | -31 | 1.3 | 42
CCOC(=O)N1CCN(C(=S)Nc2ccc3nc(N4CCN(CC)CC4)cc(C)c3c2)CC1 | 3 | 0.1 | 10 | 2 | 6 | -1.1 | -24 | 5.0 | 18

Next part (3 carried over from the part before).
SMILES | Ba/F3 V617F tox | TRPML3 ag | BaF3 parental | Wee1 stabilizer | RBBP9 inhibitor | TRPN1 ag | PPC-1+TRAIL kill | TNF death inh | CHOP inhibitor
COc1ccc2[nH]cc(CCCN3C(=O)c4ccccc4C3=O)c2c1 | 5 | 0.1 | 5 | 0 | -3 | 0.4 | 6 | -3.0 | -9
COc1ccc(CNS(=O)(=O)c2ccc(F)c(C(=O)Nc3ccc(OC)cc3)c2)cc1 | -1 | -0.1 | -2 | 4 | 5 | 0.3 | -31 | 1.3 | 42
CCOC(=O)N1CCN(C(=S)Nc2ccc3nc(N4CCN(CC)CC4)cc(C)c3c2)CC1 | 3 | 0.1 | 10 | 2 | 6 | -1.1 | -24 | 5.0 | 18
CCOC(=O)c1ccc(NC(=O)Cn2cc3c(n2)CCC(C)C3)cc1 (configuration not stated) | -1 | -0.5 | 3 | -1 | -5 | 1.7 | 8 | 1.0 | 20
CCOC(=O)C1=C(N)OC2=C(C(=O)CC(C)(C)C2)C1c1ccoc1 (configuration not stated) | 1 | 0.6 | 6 | 3 | -5 | 0.4 | 6 | -1.6 | 9
CC(=O)c1c(C)[nH]c(C(=O)Nc2ccccc2N2CCOCC2)c1C | -1 | 0.4 | 5 | -2 | -11 | 1.2 | 0 | -1.8 | 4
COc1ccc(NC(=O)c2ccc3c(c2)n(C)c(=O)n3C)cc1 | -1 | 0.5 | 4 | -2 | -1 | -0.6 | 1 | -1.7 | -26
CCOc1c(Cl)cc(C(=O)Nc2ccccc2-c2ccccc2)cc1Cl | 1 | -0.4 | -6 | -2 | -5 | -1.2 | 9 | -2.6 | 44
CN(c1ccc(C(=O)NCc2cccs2)cc1)S(=O)(=O)c1ccccc1 | 2 | 0.3 | 13 | 5 | 0 | -0.8 | 7 | 1.4 | 3
O=C1CSCN1c1ccc(Cl)c(Cl)c1 | -2 | -0.4 | 5 | 0 | -10 | -0.1 | -7 | 1.7 | -2
O=C(NC1CCCCC1)Oc1cc2oc(=O)sc2cc1Br | -1 | 0.1 | 7 | -2 | -1 | 0.8 | 12 | -2.3 | -8
N#CC1=C(N)Oc2n[nH]c(-c3cccs3)c2C1c1ccco1 (configuration not stated) | 1 | 1.0 | 2 | -1 | -5 | 0.5 | 30 | -1.4 | -16
Cc1cc(C)nc(N/N=C/c2ccccc2OCc2ccc(Br)cc2)n1 | -1 | 0.6 | 6 | 7 | -3 | 0.8 | 21 | 3.4 | 32
CN(C(=O)COC(=O)c1ccc2c(c1)OCO2)C1CCS(=O)(=O)C1 (configuration not stated) | -8 | 0.4 | -1 | -3 | 0 | 0.4 | -2 | -0.2 | 18
CN=c1scc(-c2ccc(OC)cc2)n1/N=C(\C)c1cccnc1 | 1 | 1.7 | 7 | -2 | -7 | 4.5 | 25 | -1.7 | 29
O=C(O)CCC(=O)NCc1ccc(C(=O)O)cc1 | -5 | 0.1 | 3 | 1 | -5 | -0.6 | 2 | 1.9 | -4
COc1ccc(/C=C/C(=O)Nc2ccncc2)cc1OC | 0 | 1.3 | 5 | 0 | -4 | 0.3 | . | -2.3 | -14
O=S(=O)(c1cccc(-c2csc(-c3cccnc3)n2)c1)N1CCOCC1 | 1 | 0.4 | 2 | 2 | -2 | 0.1 | -4 | 4.2 | 7
CC(NC(=O)c1cccs1)c1n[nH]c(=S)n1C (configuration not stated) | -3 | 0.7 | 2 | -2 | -2 | 0.0 | 13 | 0.9 | -22
Cc1ccc(-c2csc(NC(=S)NC(=O)c3ccco3)n2)cc1 | -2 | 0.9 | 4 | 0 | -5 | 1.9 | 6 | -1.2 | 14
CC1(C)CC(=O)C2=C(C1)N(Cc1cccnc1)C(=O)C2(NC(=O)c1ccc(F)cc1)C(F)(F)F (configuration not stated) | -1 | 0.0 | 1 | -2 | -10 | 0.2 | 3 | -0.3 | 21
CN(C)CCCNC1=CC(=O)CC(c2ccccc2)C1 (configuration not stated) | -3 | 0.5 | 1 | 0 | 1 | 1.2 | 18 | 0.2 | 12
O=C(Nc1cc(C(F)(F)F)ccc1N1CCCCC1)c1cccc([N+](=O)[O-])c1 | -5 | -0.1 | 0 | 2 | -1 | 0.8 | 10 | -0.7 | 57
CC(Cc1cccs1)NC(=O)NC1CCCCC1 (configuration not stated) | 12 | -0.7 | 6 | 4 | 3 | -0.7 | -12 | 0.9 | -17
COC(=O)c1ccccc1NC(=O)Cc1nc(-c2ccccc2)sc1-c1ccc(C)cc1 | 1 | 0.6 | 6 | -4 | -10 | 0.5 | 28 | 3.3 | -3
CCOC(=O)CN1C(=O)S/C(=C/c2ccc3c(c2)n(C)c(=O)n3C)C1=O | 4 | -0.2 | 4 | 5 | -2 | 0.3 | 20 | -2.3 | -26
COc1cccc(N/C(SC)=C(/C#N)C(N)=O)c1 | -1 | -0.2 | 1 | 0 | -7 | -0.7 | 10 | -5.0 | 39
Cc1cc(C)c(C#N)c(SCc2c(F)cccc2[N+](=O)[O-])n1 | 5 | 0.2 | 10 | 2 | -7 | -0.6 | 3 | -0.6 | 47
Cn1cc(C(=O)N/N=C/c2cccc(O)c2)ccc1=O | -7 | 0.3 | 2 | 2 | -2 | 0.7 | 20 | -0.6 | 56
CC(=O)Nc1ccc(CN2CCCC(CCC(=O)NCc3ccccc3F)C2)cc1 (configuration not stated) | -4 | 1.0 | 0 | 1 | 9 | 0.0 | 11 | 1.5 | 12
CCOc1ccc(-n2c(SCC(=O)c3c(N)n(C)c(=O)n(C)c3=O)nnc2-c2cccnc2)cc1 | -1 | 0.2 | 4 | -2 | -2 | -1.7 | 12 | 0.8 | 37
CC1S/C(=C(\C#N)C(=O)NCc2ccco2)N(Cc2ccco2)C1=O (configuration not stated) | -3 | 1.2 | 2 | -1 | -3 | 3.3 | -12 | 1.6 | -40
COc1ccc(N(C(=O)Cn2nnc(-c3ccc(Cl)cc3)n2)C(C(=O)NCC2CCCO2)c2ccc(C)cc2)cc1 (configuration not stated) | -4 | 0.9 | -2 | 0 | -1 | -0.1 | 9 | -1.7 | 56
COc1ccc(-c2ccnc(-c3ccncc3)n2)cc1 | 19 | -0.2 | 13 | 7 | -1 | -2.6 | 8 | -13 | -9
